Screens: PubChem, The Scripps Research Institute Molecular Screening Center
DAX1 inh-1 – inhibitors of human orphan nuclear receptor DAX1 (NR0B1); HEK293 Gal4-DAX1 luciferase reporter, luminescence; AID 504766; P51843; actives 0.99% (n = 340,000); inhibition, % at 6.75 µM;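 active means inhibition above the mean over all tested compounds plus 3 SD, cut at about 4.2% in these data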;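 further: 0% = DAX1-transfected cells with DMSO and 100% = empty-vector control cells with DMSO; inhibition shows as a rise in luminescence from relieved DAX1 repression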
ADAM10 inh – ADAM10 inhibition, QFRET primary screen; O14672; recombinant ADAM10, EDANS/DABCYL FRET peptide cleavage, 3 h; inhibition, % at 7 µM; actives 0.62% (n = 370,000);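 active means inhibition above a per-campaign cutoff equal to the mean of compounds falling between control-based bounds plus 3 SD, cut at about 20% in these data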;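 further: 0% = DMSO wells while the 100% control is not disclosed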
PLCg1 inh – blocks human PLC-gamma1 enzyme activity; purified PLC-gamma1, fluorogenic substrate, fluorescence; inhibition, % at 12.2 µM; actives 0.84% (n = 370,000); AID 720700; in the data active means inhibition above about 9.5%
Target sequence (P19174 whole entry, looked up): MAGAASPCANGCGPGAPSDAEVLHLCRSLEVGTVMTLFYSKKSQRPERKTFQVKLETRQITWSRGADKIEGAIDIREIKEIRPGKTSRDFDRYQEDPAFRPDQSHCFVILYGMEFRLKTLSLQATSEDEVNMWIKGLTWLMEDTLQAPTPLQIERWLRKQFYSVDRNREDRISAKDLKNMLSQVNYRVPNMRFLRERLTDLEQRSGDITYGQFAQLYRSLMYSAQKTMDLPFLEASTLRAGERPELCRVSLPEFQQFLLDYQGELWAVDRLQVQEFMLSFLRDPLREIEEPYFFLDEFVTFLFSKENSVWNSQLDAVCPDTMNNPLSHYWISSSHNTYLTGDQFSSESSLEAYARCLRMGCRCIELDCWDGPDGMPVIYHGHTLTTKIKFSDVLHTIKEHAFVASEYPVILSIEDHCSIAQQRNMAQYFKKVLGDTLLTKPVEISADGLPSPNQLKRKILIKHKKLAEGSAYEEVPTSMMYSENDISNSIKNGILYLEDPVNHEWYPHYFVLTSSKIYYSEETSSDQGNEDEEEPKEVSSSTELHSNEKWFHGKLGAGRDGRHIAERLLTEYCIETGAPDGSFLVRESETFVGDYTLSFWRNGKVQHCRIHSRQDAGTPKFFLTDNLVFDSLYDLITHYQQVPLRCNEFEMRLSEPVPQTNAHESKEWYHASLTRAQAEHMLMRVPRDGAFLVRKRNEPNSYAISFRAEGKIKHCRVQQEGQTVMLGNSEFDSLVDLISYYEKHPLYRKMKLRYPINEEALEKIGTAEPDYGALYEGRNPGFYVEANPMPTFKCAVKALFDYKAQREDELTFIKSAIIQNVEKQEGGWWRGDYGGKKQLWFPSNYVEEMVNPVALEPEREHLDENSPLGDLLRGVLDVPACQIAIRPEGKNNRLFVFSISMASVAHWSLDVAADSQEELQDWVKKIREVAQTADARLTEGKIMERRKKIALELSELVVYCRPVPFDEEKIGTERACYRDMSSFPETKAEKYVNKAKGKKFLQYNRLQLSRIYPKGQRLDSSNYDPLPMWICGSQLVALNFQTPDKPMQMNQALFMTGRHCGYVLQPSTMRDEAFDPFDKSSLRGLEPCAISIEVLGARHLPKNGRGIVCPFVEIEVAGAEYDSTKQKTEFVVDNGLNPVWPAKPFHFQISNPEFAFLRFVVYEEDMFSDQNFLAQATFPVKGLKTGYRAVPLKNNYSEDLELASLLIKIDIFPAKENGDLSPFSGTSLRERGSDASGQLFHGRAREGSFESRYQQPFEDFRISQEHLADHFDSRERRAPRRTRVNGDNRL
hgDAF-12 ag – agonists of H. glycines DAF-12 nuclear receptor; AID 687014; actives 1.8% (n = 370,000); activation, % at 6.8 µM; HEK293 GAL4-hgDAF12 UAS-luciferase reporter, agonist luminescence; normalized to butyrate control;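 active means activation above a cutoff set at the mean of all screened compounds plus 3 SD, cut at about 10% in these data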;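 further: 0% = DMSO wells and 100% = sodium butyrate wells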
DAX1 inh-2 – DAX1 (NR0B1) inhibition, primary screen; actives 1.1% (n = 370,000); AID 652010; inhibition, % at 6.8 µM; HEK293T StAR-luciferase reporter, SF-1/DAX-1 repression relief;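 active means inhibition above the mean over all tested compounds plus 3 SD, cut at about 3.6% in these data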;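 further: 0% = DAX-1 cells with DMSO and 100% = cells lacking DAX-1 with DMSO; higher inhibition means more luminescence from relief of DAX-1 repression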
ssDAF-12 act – activators of S. stercoralis DAF-12 nuclear receptor; activation, % at 6.8 µM; HEK293 ssDAF-12/GRIP1 lit1-tk-luc reporter, luminescence; % of 3 µM dafachronic acid response; actives 1% (n = 370,000);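 active means activation above the mean over all tested compounds plus 3 SD, cut at about 0.9% in these data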;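 further: 0% = DMSO-only wells and 100% = 3 µM delta7-dafachronic acid wells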
PLC-beta3 inh – inhibitors of human phospholipase C beta3; inhibition, % at 12.2 µM; Purified PLC-beta3, fluorogenic substrate, fluorescence; Q01970; actives 0.18% (n = 370,000); in the data active means inhibition above about 11%;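 further: 0% = median of compound wells on plate and 100% = full blocker control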
hcDAF12 agonist – H. contortus DAF-12 activation, primary screen. HEK293 hcDAF-12 lit1-tk-luc reporter, luminescence; 0% DMSO, 100% Δ7-dafachronic acid. activation, % at 6.8 µM. actives 1.4% (n = 370,000);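 active means activation above the mean of all tested compounds plus 3 SD, cut at about 5.5% in these data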;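 further: 100% = response to 3 µM Δ7-dafachronic acid high control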
FXN GAA850 act – frataxin GAA850 promoter activation; activation, % at 6 µM; actives 0.56% (n = 360,000); HEK293 lucGAA850 FXN promoter luciferase reporter, 24 h; percent of 10 µM SAHA response;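 active means activation above the average of all compounds screened plus 3 SD, cutoff fixed separately per campaign, cut at about 7.5% in these data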;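 further: 0% = DMSO wells and 100% = 10 µM SAHA wells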
ADAM17 inh – ADAM17 inhibition, QFRET primary screen; actives 0.83% (n = 370,000); P78536; inhibition, % at 6.95 µM; recombinant ADAM17, EDANS/DABCYL FRET peptide cleavage;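 active means inhibition above the mean of compounds lying between control limits plus 3 SD, set per campaign, cut at about 8.5% in these data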;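 further: 0% = DMSO-only wells as the low control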
sPLA2-III inh – Inhibits HGIII-sPLA2 liposome hydrolysis, primary screen; Q9NZ20; QFRET BODIPY PC-A2 liposome hydrolysis, fluorescence; inhibition, % at 12.2 µM; actives 0.56% (n = 370,000);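 active means inhibition above mean plus 3 SD of compounds lying within the high and low control bounds, cut at about 19% in these data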;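 further: 0% = median of test compound wells and 100% = no enzyme DMSO wells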
An asterisk follows results filed as active; i = inactive; · = not tested or not shown.

A first look (three entries):
| nr | Molecule | ADAM10 inh | DAX1 inh-2 | hcDAF12 agonist | FXN GAA850 act | ADAM17 inh | DAX1 inh-1 | PLCg1 inh | hgDAF-12 ag | PLC-beta3 inh | ssDAF-12 act | sPLA2-III inh |
| --- | --- | --- | --- | --- | --- | --- | --- | --- | --- | --- | --- | --- |
| 1 | C=CCN1C(c2ccc(OCC)cc2)=CS/C1=C(\C#N)c1nnc2n1CCCCC2 | 8 | -1.3 | -3.9 | -7.0 | 2 | -2.6 | -2 | -5.2 | -2 | -1.4 | 2 |
| 2 | COc1ccc(-c2cc3nc4n(c(=O)c3s2)CCCCC4)cc1 | i | 2.9 | 5.1 | 2.9 | -181 | 7.8* | -15 | 9.6 | -31 | 0.1 | 12 |
| 3 | CC[C@@]1(C(=O)OC)N[C@H](CN(C)C(=O)c2ccc(C(C)(C)C)cc2)[C@@H]2C(=O)N(Cc3ccccc3)C(=O)[C@@H]21 | -3 | 0.7 | -0.5 | -0.2 | 0 | -0.7 | 2 | 6.8 | 4 | -0.8 | 7 |

The listing (from the top)
| nr | Molecule | ADAM10 inh | DAX1 inh-2 | hcDAF12 agonist | FXN GAA850 act | ADAM17 inh | DAX1 inh-1 | PLCg1 inh | hgDAF-12 ag | PLC-beta3 inh | ssDAF-12 act | sPLA2-III inh |
| --- | --- | --- | --- | --- | --- | --- | --- | --- | --- | --- | --- | --- |
| 1 | C=CCN1C(c2ccc(OCC)cc2)=CS/C1=C(\C#N)c1nnc2n1CCCCC2 | 8 | -1.3 | -3.9 | -7.0 | 2 | -2.6 | -2 | -5.2 | -2 | -1.4 | 2 |
| 2 | COc1ccc(-c2cc3nc4n(c(=O)c3s2)CCCCC4)cc1 | i | 2.9 | 5.1 | 2.9 | -181 | 7.8* | -15 | 9.6 | -31 | 0.1 | 12 |
| 3 | CC[C@@]1(C(=O)OC)N[C@H](CN(C)C(=O)c2ccc(C(C)(C)C)cc2)[C@@H]2C(=O)N(Cc3ccccc3)C(=O)[C@@H]21 | -3 | 0.7 | -0.5 | -0.2 | 0 | -0.7 | 2 | 6.8 | 4 | -0.8 | 7 |
| 4 | CCCN(C)C1CN(Cc2cn(Cc3ccccc3)nn2)S(=O)(=O)C1 (centres undefined) | -2 | 1.4 | 0.0 | · | 4 | · | 2 | -1.8 | 8 | -0.7 | 7 |
| 5 | CCCN(CCC)CCCNC(=O)c1cn(-c2ccc(OC)cc2)c(=O)c2ccccc12 | -8 | -0.2 | 1.8 | -3.2 | -3 | -0.4 | -1 | -0.8 | -4 | 0.0 | 1 |
| 6 | CCC(=O)N1CCc2cc(S(=O)(=O)NC(Cc3ccccc3)C(=O)O)ccc21 (centres undefined) | 2 | 0.6 | 1.5 | 1.0 | -1 | 0.1 | 0 | -0.4 | -7 | -0.2 | 0 |
| 7 | COc1cccc(NC(=O)COC(=O)C2CC3CCCC(C2)C3=O)c1 (centres undefined) | -1 | 1.5 | 0.8 | 0.8 | 2 | -0.8 | 6 | -1.2 | -4 | -1.0 | 3 |
| 8 | O=C(Cn1ccc2ccccc2c1=O)N1CCN(c2cccc(Cl)c2)CC1 | 19 | -0.5 | -0.8 | -2.2 | 2 | -0.4 | 4 | -0.3 | 2 | -1.0 | 7 |
| 9 | CC(O)c1cc2c(cc1NC(=O)c1cnn3c1NC(c1ccco1)CC3C(F)(F)F)OCO2 (centres undefined) | -3 | 0.2 | -1.3 | -1.5 | -2 | 0.3 | 0 | -2.1 | -4 | -1.1 | -6 |
| 10 | Cc1ccnc2nc(C(=O)Nc3nnc(-c4ccc(Cl)cc4)o3)nn12 | -3 | -0.1 | -0.8 | -0.9 | -1 | 0.4 | -4 | 2.3 | -4 | -1.5 | -6 |
| 11 | O=C(NCCc1nc2ccccc2[nH]1)c1ccc(Br)o1 | -11 | 0.2 | -1.1 | 0.6 | 2 | -1.0 | 0 | -1.9 | -9 | -1.1 | -1 |
| 12 | COc1ccc(CNC(=O)C(c2ccco2)N(C(=O)c2snc(C(N)=O)c2N)c2ccccc2OC)cc1 (centres undefined) | -266 | -0.6 | -3.8 | -1.2 | -146 | -2.0 | -78 | -0.3 | -114 | -1.3 | -9 |
| 13 | c1ccc(CSc2nnnn2-c2ccc3c(c2)OCCO3)nc1 | 0 | -0.2 | -0.6 | 0.2 | 1 | -0.5 | 3 | 2.2 | 1 | -0.4 | 4 |
| 14 | CC(C)OC(=O)/C(C#N)=C/c1cn(C)c2ccccc12 | -1 | -0.2 | 4.8 | 1.4 | -3 | 0.9 | -4 | 2.2 | -13 | -0.9 | 10 |
| 15 | CCOC(=O)CNC(=O)CSc1nnc(-c2cccc(OC)c2)n1CC | -7 | -0.5 | -0.9 | -1.8 | -8 | -0.1 | -2 | 2.5 | -2 | -1.2 | 2 |
| 16 | COc1ccc(CC(=O)NCc2n[nH]c(=S)n2-c2ccccc2)cc1 | -9 | -0.3 | -1.1 | -1.4 | -3 | -0.3 | 2 | 6.2 | -4 | -1.9 | -2 |
| 17 | Nc1nnn(-c2ccccc2)c1-c1ccccc1 | -5 | 0.4 | 2.1 | -0.1 | -1 | 4.6* | 5 | -0.9 | -2 | -1.7 | -2 |
| 18 | CCOC(=O)CN1C(=O)N[C@@H](c2ccccc2)[C@H](C(C)=O)[C@H]1C | 7 | -0.1 | -0.7 | 0.4 | 6 | 0.7 | 8 | -0.1 | 2 | -1.1 | 0 |
| 19 | CN(C)C(=O)/C(=C\c1ccc(-c2cccc([N+](=O)[O-])c2)o1)NC(=O)c1ccccc1 | 0 | -1.4 | -2.8 | 0.5 | 2 | -1.3 | 2 | -1.6 | 3 | -1.6 | -5 |
| 20 | O=C(O)CCC(=O)N1CCCC1 | -3 | 0.2 | 0.2 | -0.2 | -3 | 1.4 | 0 | -0.9 | 1 | -0.6 | 2 |
| 21 | Cc1nn(-c2ccc(N3CCCCC3)nn2)c(C)c1CCC(=O)Nc1cccc(F)c1 | -1 | 2.7 | 4.5 | 3.9 | 3 | 0.0 | -9 | 8.2 | -17 | -0.1 | -30 |
| 22 | O=C(O)c1ccc2c(c1)C(=O)N(NC(=O)c1ccc(O)cc1)C2=O | 2 | 0.8 | -0.9 | 1.4 | -1 | -0.9 | -1 | 1.9 | -3 | -1.4 | -3 |
| 23 | O=C1CCN(C(=O)Nc2ccccc2Cl)N1 | -12 | -1.1 | -1.4 | -1.3 | -2 | 0.7 | 0 | 1.7 | -9 | -1.1 | -1 |
| 24 | CN(CCO)c1ncnc2c1sc1nc(N3CCOCC3)c3c(c12)CCC3 | -25 | 0.7 | 0.0 | 0.9 | -13 | -0.8 | -12 | 1.0 | -18 | -1.4 | 5 |
| 25 | CC(C)C1C(=O)N(Cc2cn(CCC3OCCO3)nn2)CCS(=O)(=O)N1Cc1ccc(-c2ccccc2C(F)(F)F)cc1 (centres undefined) | 8 | -0.8 | 0.1 | · | 6 | · | 3 | 1.6 | 4 | -0.1 | -20 |
| 26 | COCC#Cc1ccc(CC[C@H]2O[C@H]3CC[C@@H](CO)O[C@H]3C[C@H]2n2cc(C3CC3)nn2)cc1 | -1 | -0.3 | -1.5 | · | 5 | · | 0 | -0.4 | 4 | -0.8 | -1 |
| 27 | Cc1ccc(-c2nnc(/C=C/c3ccccc3)o2)cc1 | -9 | 2.0 | 2.6 | 4.6 | -7 | 0.3 | -5 | 11* | -9 | -1.0 | 1 |
| 28 | COCCNC(=O)CCC1CCN(Cc2cccc(-c3ccc(C)o3)c2)CC1 | -3 | -0.9 | -0.5 | 0.6 | 0 | -0.8 | -5 | -0.6 | -7 | 0.2 | -11 |
| 29 | CCCOC(=O)c1ccc(NC(=O)C(=O)NCCN(CC)CC)cc1 | 8 | 0.3 | -0.9 | 3.0 | 2 | 0.8 | 4 | 0.6 | 3 | -1.1 | 3 |
| 30 | Cc1ccc(NC(=O)CSc2nnc([C@H](C)NC(=O)OC(C)(C)C)o2)c(C)c1 | 8 | -0.1 | -0.7 | -1.4 | -1 | · | 7 | -0.7 | -6 | -1.0 | 0 |
| 31 | CCN(CC(=O)Nc1cccc(C(C)=O)c1)S(=O)(=O)c1ccccc1 | 1 | -0.5 | -1.3 | 0.0 | -1 | 0.5 | 1 | -2.0 | 2 | -0.9 | -4 |
| 32 | CCNC(=O)NC(=O)C(C)OC(=O)[C@H](C)NS(=O)(=O)c1c(C)c(C)cc(C)c1C (some centres undefined) | -1 | 0.4 | -1.3 | 1.7 | -5 | -1.1 | 1 | -0.7 | -10 | -1.3 | -3 |
| 33 | O=C(NCC1CCCO1)c1ccc(OC2CCN(C(=O)C3CC3)CC2)cc1 (centres undefined) | -6 | -1.5 | 0.1 | -0.6 | -5 | -0.8 | 1 | 2.8 | -2 | -1.6 | 3 |
| 34 | COc1ccc(CNC(=O)C(C)NCc2ccc(S(N)(=O)=O)cc2)cc1 (centres undefined) | -1 | -0.3 | -0.6 | 0.2 | -3 | 1.1 | 0 | -2.7 | -7 | -1.4 | 2 |
| 35 | COCCOC(=O)c1c(C)nc(SCC(=O)Nc2ccc(OC)cc2)c(C#N)c1-c1ccco1 | 2 | -1.0 | -1.3 | -0.8 | -3 | -1.1 | -2 | 4.3 | 0 | -0.3 | 2 |
| 36 | Nc1[nH]c(=S)nc2nc(-c3ccccc3)c(-c3ccccc3)nc12 | -64 | -0.3 | -2.7 | 0.7 | -23 | -0.5 | -26 | -1.5 | -27 | -1.9 | 6 |
| 37 | CNc1nc(N)nc(OC(C(F)(F)F)C(F)(F)F)n1 | -5 | 0.5 | -0.1 | -1.1 | -6 | 1.2 | 0 | -2.9 | -3 | -0.9 | 7 |
| 38 | O=C(NC(c1ccc(-c2ccccc2)cc1)c1cnccn1)C1CCN(Cc2ccc(Cl)c(Cl)c2)CC1 (centres undefined) | -6 | -1.1 | -0.8 | -1.8 | -3 | · | 5 | 1.6 | 2 | -1.2 | -8 |
| 39 | CN(C)c1nc(N)nc(CSc2ccccn2)n1 | -1 | 0.3 | 0.1 | 4.3 | -4 | 0.4 | 1 | 3.7 | -1 | -1.2 | 1 |
| 40 | O=C(NCCc1ccc(Cl)cc1)Nc1ccc(F)cc1 | 2 | -0.3 | -1.7 | 0.5 | -3 | -0.7 | -2 | 2.4 | 0 | -1.9 | -1 |
| 41 | Cc1ccc(NC(=O)CSC(C)c2nc3ccccc3c(=O)[nH]2)cc1 (centres undefined) | -10 | 0.4 | -0.6 | 1.0 | 3 | -0.1 | 5 | 1.2 | -4 | -0.6 | -1 |
| 42 | CC1CC(C)CN(CCOc2cccc(Cl)c2Cl)C1 (centres undefined) | -4 | -0.3 | 0.5 | 1.3 | -2 | 0.2 | 3 | 1.8 | 1 | -1.1 | -1 |
| 43 | Cn1c(-c2ccccc2)c[n+]2c1CCCCC2 | -4 | 0.1 | -0.1 | -0.4 | -3 | -1.5 | -1 | 1.7 | -7 | -1.6 | 1 |
| 44 | N#Cc1ccc2c(=O)n(-c3ccccc3)sc2c1 | -62 | 2.5 | 1.7 | -2.2 | -16 | 1.4 | 4 | 6.6 | 3 | -0.2 | -2 |
